Assay outcomes: PubChem BioAssay, Broad Institute
C2C12 statin = protects C2C12 myotubes from simvastatin toxicity | ATP luminescence, 48 h; scaled: DMSO 0, geranylgeraniol control 100 | rescue of ATP level, % at 7.49 µM | hit rate 0.78% among 330,000 | AID 602340;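 active means mean ATP rescue above about 67%, or every replicate alone reaching that limit, limit read from the data, passing the limit was not always enough; inconclusive means no clear call, values can overlap the other calls; inactive means mean under the limit and some replicate under it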;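 further: myotubes were challenged with 10 µM simvastatin during compound exposure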
PglD inh = blocks C. jejuni PglD acetyltransferase activity; purified PglD enzyme, DTNB colorimetric CoA detection; inhibition, % at 12.5 µM; hit rate 0.098% among 360,000; in the data active means inhibition above about 16%, passing the limit was not always enough; inconclusive means no clear call, values can overlap the other calls; further: strong numbers were not always called active
S100A4 inh HTS = S100A4-myosin IIA interaction inhibition; S100A4/TAMRA-MyoIIA peptide fluorescence polarization; P26447; inhibition, % at 10.7 µM; hit rate 0.14% among 360,000;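 active means mean inhibition of at least 70% across replicates, with every replicate also reaching that level; inconclusive means mean inhibition reaches 70% but some replicates fall short; inactive means mean inhibition below 70%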
Target sequence (P26447 whole entry, looked up): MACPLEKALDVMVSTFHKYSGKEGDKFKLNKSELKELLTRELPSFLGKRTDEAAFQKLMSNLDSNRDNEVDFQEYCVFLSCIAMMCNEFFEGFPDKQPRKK
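assay system = human S100A4 monomer with TAMRA-labelled myosin IIA peptide | also added = labelled myosin peptide probe, 5 nM | incubation = 5 min between mix addition and reading | control set = DMSO and TFP controls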
E-sel inducer = induces E-selectin expression in human endothelial cells; P16581; HUVEC E-selectin immunofluorescence imaging; normalized: neutral wells 0, TNF-alpha wells 100; activation, % at 7.58 µM; hit rate 0.37% among 260,000;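 active means mean E-selectin-positive cell signal at least 10% of the positive control, reached in at least 60% of replicates, without over 20% cell loss; inconclusive means no rule given, readout overlaps actives, possibly toxicity-flagged; inactive means the rest, including those meeting only one limit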;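 further: in these data hits start at about 27%; measured in HUVEC primary endothelial cells; signal is the percent of cells scored E-selectin positive by PE staining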
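Test system – human umbilical vein endothelial cells (HUVEC), E-selectin induction · Input – 3,000 HUVEC seeded per well · Buffer or medium – EGM-2, gelatin · Compound dosing – single-point compound dose · Detection – immunofluorescence imaging · Measure – percent E-selectin-positive cells · Controls – TNF-alpha high, DMSO low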
DENV2 CPE rescue = DENV2-induced cell death inhibition. DENV2-infected cells, cytopathic effect rescue, plate reader. CPE inhibition, % at 9.99 µM. hit rate 1.7% among 350,000. AID 651640; in the data active means CPE inhibition above about 20%, passing the limit was not always enough; inconclusive means no clear call, values can overlap the other calls; tested in BHK-21 cells;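 further: 0% = median of neutral control wells and 100% = median of positive control wells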
SIRT5 block = blocks human SIRT5 desuccinylation of peptide | Purified SirT5, succinyl-peptide AMC, trypsin-coupled fluorescence | inhibition, % at 15 µM | hit rate 1.1% among 330,000 | AID 652115; in the data active means inhibition above about 15%; inconclusive means no clear call, values can overlap the other calls
Target sequence (Q9NXA8 whole entry, looked up): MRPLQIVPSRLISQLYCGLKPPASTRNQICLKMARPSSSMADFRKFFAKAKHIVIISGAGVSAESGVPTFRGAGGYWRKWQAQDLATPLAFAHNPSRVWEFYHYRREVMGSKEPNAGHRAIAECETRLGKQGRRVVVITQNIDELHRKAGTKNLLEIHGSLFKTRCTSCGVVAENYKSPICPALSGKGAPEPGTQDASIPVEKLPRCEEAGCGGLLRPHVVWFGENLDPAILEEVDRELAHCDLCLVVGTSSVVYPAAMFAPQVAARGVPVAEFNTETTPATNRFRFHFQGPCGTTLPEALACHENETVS
ERp5 inh = inhibitors of human ERp5. Q15084. ERp5 insulin aggregation, absorbance 650 nm, 90 min. inhibition, % at 9.99 µM. hit rate 0.05% among 350,000. AID 651711;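 active means mean replicate inhibition above about 25%, with every replicate also reaching it, limit read from the data, passing the limit was not always enough; inconclusive means only one of those two criteria met; inactive means neither criterion met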
Target sequence (Q15084 whole entry, looked up): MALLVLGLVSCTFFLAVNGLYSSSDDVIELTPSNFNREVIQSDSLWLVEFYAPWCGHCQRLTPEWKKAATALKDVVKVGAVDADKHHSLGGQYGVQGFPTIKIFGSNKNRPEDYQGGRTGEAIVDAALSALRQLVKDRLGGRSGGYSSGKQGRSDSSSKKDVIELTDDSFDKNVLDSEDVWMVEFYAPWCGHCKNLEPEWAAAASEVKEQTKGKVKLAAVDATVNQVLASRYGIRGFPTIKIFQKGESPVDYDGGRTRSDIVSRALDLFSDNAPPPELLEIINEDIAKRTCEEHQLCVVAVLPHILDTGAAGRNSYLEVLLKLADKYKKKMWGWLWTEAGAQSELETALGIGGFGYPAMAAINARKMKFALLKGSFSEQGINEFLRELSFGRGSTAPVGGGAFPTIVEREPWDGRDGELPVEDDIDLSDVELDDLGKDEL
Starred values were filed as active, the others as inactive; u = inconclusive; x = no result given. This is a subset (hit frequency here may not be typical).

SMILES	C2C12 statin	PglD inh	S100A4 inh HTS	E-sel inducer	DENV2 CPE rescue	SIRT5 block	ERp5 inh
CC1(C)Oc2ccc3ccc(=O)oc3c2/C(=C/Nc2cccc(O)c2)C1=O	x	x	10	x	-1	1	3
O=C(Oc1ccc2c(c1)OCC2=O)c1ccc(Cl)cc1	-9	6	1	0.0	3	-2	-5
CCCn1c(=S)[nH]c2cc(Cl)ccc21	34	-1	-2	3.0	7	1	4
COc1cccc(OC)c1-c1nn(-c2ncc(C(F)(F)F)cc2Cl)c(=O)o1	1	0	-9	-0.3	-7	-3	-3
CO[C@H]1CN(C)C(=O)c2ccc(NC(=O)NC(C)C)cc2OC[C@@H](C)N(C(=O)C2CCC2)C[C@H]1C	-5	0	-3	0.0	-6	-1	12
COc1ccc(C)cc1NC(=O)CSc1ccc(-c2ccco2)nn1	2	2	1	-0.1	1	-3	4
CCC(=O)N1CC2(C1)[C@@H](c1ccc(-c3ccc(F)cc3)cc1)[C@H](CO)N2S(C)(=O)=O	x	x	-1	0.0	1	2	-3
O=S(=O)(c1ccccc1)[C@@]1(c2ccc(Br)cc2)C[C@@H]2ON=C(c3ccccc3)[C@@H]2C1	22	-6	-1	-0.2	x	x	-2
COC(=O)c1ccc(COc2ccc(F)cc2)o1	5	-11	0	0.1	1	-3	1
O=C(COc1ccccc1[N+](=O)[O-])Nc1ccc2c(c1)OCO2	6	-4	-7	13	2	6	4
CCCCCCCCN1C(=O)[C@@H](CC(=O)N2CCN(C(=O)OCC)CC2)C[C@@]2(C(=O)OC)C1=C[C@H](C(C)(C)C)O[C@@H]2C	x	x	-3	-0.3	-7	x	2
CCOC(=O)c1c(NC(=O)c2cc(-c3ccc(O)cc3)on2)sc(C(C)=O)c1C	-2	1	-2	-0.1	-1	x	-1
CN(C(=O)c1cccc(S(=O)(=O)N2CCCCC2)c1)C1CCS(=O)(=O)C1 (configuration not stated)	x	x	-7	-1.1	4	3	7
COc1ccc(NC(=O)N(C)C[C@H]2OCCCC[C@H](C)Oc3ccc(NS(=O)(=O)c4ccc(Cl)cc4)cc3C(=O)N([C@@H](C)CO)C[C@@H]2C)cc1	x	-5	-1	3.0	u	3	-1
COc1ccc(S(=O)(=O)N2CCCCC2)cc1NC(=O)CN1CCN(C(C)=O)CC1	4	8	-10	x	-5	2	-2
CCCCC(=O)NC1=C(C(=O)OC)SCC1	x	x	3	x	5	0	0
CCc1ccc(/C(C)=N/NC(=O)c2ccccn2)cc1	2	-9	0	-2.0	-2	x	1
CCCNC(=O)N1C[C@H](O)COC[C@@H]2O[C@@H](CC(=O)N3CCC(Cc4ccccc4)CC3)CC[C@H]21	33	2	29	0.0	u	13	0
CCc1nonc1NC(=O)c1oc2ccc(Cl)cc2c1C	3	2	-2	u	11	0	5
COc1ccc(-n2nc3c(c2NC(=O)c2cc4ccccc4o2)CS(=O)(=O)C3)cc1	11	1	3	-0.3	-4	3	7

Gathered by group: those above with nitrogen in an aromatic ring
SMILES	C2C12 statin	PglD inh	S100A4 inh HTS	E-sel inducer	DENV2 CPE rescue	SIRT5 block	ERp5 inh
CCCn1c(=S)[nH]c2cc(Cl)ccc21	34	-1	-2	3.0	7	1	4
COc1cccc(OC)c1-c1nn(-c2ncc(C(F)(F)F)cc2Cl)c(=O)o1	1	0	-9	-0.3	-7	-3	-3
COc1ccc(C)cc1NC(=O)CSc1ccc(-c2ccco2)nn1	2	2	1	-0.1	1	-3	4
CCOC(=O)c1c(NC(=O)c2cc(-c3ccc(O)cc3)on2)sc(C(C)=O)c1C	-2	1	-2	-0.1	-1	x	-1
CCc1ccc(/C(C)=N/NC(=O)c2ccccn2)cc1	2	-9	0	-2.0	-2	x	1
CCc1nonc1NC(=O)c1oc2ccc(Cl)cc2c1C	3	2	-2	u	11	0	5
COc1ccc(-n2nc3c(c2NC(=O)c2cc4ccccc4o2)CS(=O)(=O)C3)cc1	11	1	3	-0.3	-4	3	7

2 entries picked at random from those above:
SMILES	C2C12 statin	PglD inh	S100A4 inh HTS	E-sel inducer	DENV2 CPE rescue	SIRT5 block	ERp5 inh
CN(C(=O)c1cccc(S(=O)(=O)N2CCCCC2)c1)C1CCS(=O)(=O)C1 (configuration not stated)	x	x	-7	-1.1	4	3	7
COc1cccc(OC)c1-c1nn(-c2ncc(C(F)(F)F)cc2Cl)c(=O)o1	1	0	-9	-0.3	-7	-3	-3

(further entries)
SMILES	C2C12 statin	PglD inh	S100A4 inh HTS	E-sel inducer	DENV2 CPE rescue	SIRT5 block	ERp5 inh
O=C(CC1c2cc(F)ccc2C=C(c2ccsc2)N1c1ccc(C#CCCO)cc1)c1ccco1 (configuration not stated)	x	x	-2	0.0	-14	17*	-14
O=C(CCC(=O)N1CCOCC1)Nc1ccc(Cl)c(Cl)c1	x	4	10	85*	-4	-1	9
C/C=C/c1ccc([C@@H]2[C@H]3CN(S(=O)(=O)c4ccccc4)CCCCN3[C@H]2CO)cc1	x	-1	6	-0.5	1	3	0
O=C(Nc1ccc(NS(=O)(=O)c2ccc([N+](=O)[O-])cc2)cc1)c1ccco1	x	-2	3	-0.4	-8	-6	6
COc1cc2c(c(OC)c1OC)C1(CCCCC1)CC2NC(=O)c1ccncc1 (configuration not stated)	x	x	-16	-0.3	6	2	-7
CCNC(=O)C[C@@H]1CC[C@@H]2[C@H](COc3ccc(NC(=O)c4ccc(F)cc4)cc3C(=O)N2C)O1	-8	2	5	0.0	-3	-1	-6
COc1ccc(NC(=O)Nc2ccc3c(c2)C(=O)N([C@@H](C)CO)C[C@@H](C)[C@@H](CN(C)S(=O)(=O)c2cccs2)OCCCC[C@H](C)O3)cc1	x	1	2	0.3	u	-6	5
O=S1(=O)CC2SC(=S)N(c3ccccc3)C2C1 (configuration not stated)	x	0	0	x	13	5	2
COc1ccc(NC(=O)c2cc3cccc(OC)c3oc2=Nc2ccc(C(=O)O)cc2)cc1OC	x	x	-4	-0.7	x	1	4
O=C(O)c1ccc(NCCc2ccc(Cl)cc2)c([N+](=O)[O-])c1	x	x	4	2.9	4	-3	-4
O=C1CC(C(=O)O)NC(=S)N1 (configuration not stated)	-8	0	-2	0.6	-2	-2	11
CCN(C(=O)COC(=O)c1ccccc1SCC(=O)N1CCCC1)C1CCS(=O)(=O)C1 (configuration not stated)	x	-2	5	x	5	-3	0
COc1ccc(C(=O)OCC(=O)N2CCCCCC2)cc1S(=O)(=O)N1CCOCC1	1	-1	-5	-0.6	3	0	-4
S=C(Nc1ccccc1Cl)NC1CCCCCC1	6	3	-3	x	-3	-6	1
COc1cccc(OCCNc2ccc([N+](=O)[O-])cn2)c1	-8	0	2	x	5	4	2
CC(C)NC(=O)N(C)C[C@@H]1OCCCC[C@H](C)Oc2ccc(NC(=O)CCCN(C)C)cc2C(=O)N([C@@H](C)CO)C[C@H]1C	x	2	5	x	-2	1	1
CCOc1ccc2oc(C(=O)N(CC)CC(=O)Nc3ccc(NC(C)=O)cc3)c(C)c2c1	18	1	0	x	6	-10	-2
CC(C)c1nc(NCCO)c2nnn(Cc3ccccc3)c2n1	x	x	17	1.7	-2	-3	-2
COC1=CC(=Cc2c(N)n3nc(CC(=O)N4CCOCC4)sc3nc2=O)C=C(OC)C1=O	7	0	-7	x	3	15	0
C[C@H](CO)N1C[C@H](C)[C@H](CN(C)Cc2ccc3c(c2)OCO3)Oc2c(NS(=O)(=O)c3cccs3)cccc2C1=O	-157	3	-17	-7.6	-11	1	0
Cc1ccc(CS(=O)(=O)c2ccc(C(=O)N3CCN(c4ccccn4)CC3)cc2[N+](=O)[O-])cc1	x	x	-2	-1.5	-1	x	6
Cc1cc(Br)cn2c(Cc3ccccc3)c(-c3ccc(F)cc3)nc12	-8	2	11	0.2	-16	-3	-2
C=CCO/N=C/C1=C(O)C(C(=O)OC)C(C)(C)CC1=O (configuration not stated)	x	x	0	x	4	-2	u
CN(C)C(=O)COc1ccc2c3c(c(=O)oc2c1)CCCC3	1	-2	-2	0.4	10	-6	-2
OC(c1ccccc1)(c1ccccc1)C1CCN(CCCOc2cccc(F)c2)CC1	x	x	-1	-0.2	56*	-2	2
CCC(=O)Nc1ccc2c(c1)OC[C@@H](C)N(C(=O)Cc1ccccn1)C[C@H](C)[C@@H](OC)CN(C)C2=O	11	2	17	-0.1	0	-4	16
COC(=O)C[C@@H]1C[C@@H]2c3cc(NC(=O)NC4CCCC4)ccc3O[C@@H]2[C@H](CO)O1	-8	0	-8	0.0	0	-3	-1
CN(CC(=O)Nc1ccccc1Br)C(=O)CN1CCN(Cc2cccc(Cl)c2)CC1	-1	-1	-4	-0.3	-3	x	-5
COc1cc(/C=N/NC(=O)c2cc(C)oc2C)ccc1OCc1ccccc1	-6	3	2	x	-5	-2	1
CSc1nnc(C)c(=O)n1COC(=O)COc1ccccc1F	3	x	-6	4.3	-1	-1	-2
C[C@H](CO)N1C[C@H](C)[C@H](CN(C)CC2CCCCC2)Oc2c(NC(=O)c3cnccn3)cccc2C1=O	-11	0	-1	-0.8	3	x	13
CCC(C)c1ccc(OCc2ccc(C(=O)OC)o2)cc1 (configuration not stated)	x	x	-1	x	-4	10	-2
Cc1nn(-c2ccccc2)c(C)c1-c1nnc(C(F)(F)F)o1	-3	2	-2	0.9	5	0	2
CCOC(=O)Cc1csc(NC(=O)/C=C/c2cccc(Br)c2)n1	12	3	-3	-0.1	-1	-1	1
CC1CCN(C(=S)c2ccc([N+](=O)[O-])cc2)CC1	x	5	-4	x	u	-1	-3
CN1C(=O)/C(=C/c2ccc(C(F)(F)F)cc2)Sc2ccc(C(=O)N3CCN(c4ccccn4)CC3)cc21	-21	-2	10	x	-5	-2	4
COc1ccc(C(=O)Nc2c(O)ccc3ccccc23)cc1OC	9	6	-9	0.2	2	-3	-6
C/C=C/c1cccc(-c2nc(C(=O)NCc3ccc(OC)cc3)cc3c2[C@@H](CCO)N([S@](=O)C(C)(C)C)C3)c1	-26	-1	-1	0.4	4	0	1
O=c1[nH]cc(S(=O)(=O)NCc2ccccc2)c(=O)[nH]1	9	-4	-1	x	8	-2	-3
CCCN(CC(=O)Nc1ccccc1C)C(=O)/C=C/c1ccc(S(=O)(=O)N2CCCCCC2)cc1	-18	x	-3	0.0	2	-1	-4
CCOC(=O)c1cnn(-c2nc(OCC)cc(OCC)n2)c1C	-7	0	-5	2.3	-5	2	-1
CC1=C(C)C(OCCCl)N(c2cc(O)c(Cl)cc2F)C1=O (configuration not stated)	x	x	2	8.6	x	1	3
COc1ccccc1-n1c(CCn2nc(C)c(Br)c2C)n[nH]c1=S	x	x	1	0.9	4	-4	-2
C[C@@H]1CCCCO[C@H](CN(C)C(=O)Nc2ccccc2)[C@H](C)CN([C@H](C)CO)C(=O)c2cc(NC(=O)NC3CCCCC3)ccc2O1	x	-1	-7	x	5	0	-5
Cc1cc2cc(CNC(=O)Nc3ccc(Cl)c(Cl)c3)ccc2n1C	-10	-3	80*	142*	12	0	-1
COc1cccc2c1C(=O)CC2NC(=O)C(F)(F)F (configuration not stated)	-7	-8	x	1.1	x	x	x
Clc1cccc(Cl)c1CO/N=C/c1cccs1	-5	x	-5	5.7	0	0	-4
